Tn6 DDE FP: inhibitors of Tn6 peptide binding to fibrin DD(E), primary screen, biochemical, fluorescence polarization, human fibrin, Tn6 probe; Fibrinogen beta chain (Homo sapiens), P02675; hit rate 0.21% among 370,000; AID 720509, 2013; inhibition, % at 8.3 µM; Fibrin DD(E) TRITC-Tn6 fluorescence polarization displacement;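 active = inhibition above a per-campaign cutoff: mean of compounds within control limits plus 3 SD, cut at about 15% in these data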;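 also: 0% = median of all compound wells on the plate and 100% = blocking peptide control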
UHRF1 binding: UHRF1 methylated DNA binding inhibitors, primary screen, counter-screen for MBD2 inhibitor project, biochemical, TR-FRET, human UHRF1, single concentration; E3 ubiquitin-protein ligase UHRF1 (Homo sapiens), Q96T88; UHRF1 binding to methylated oligo; inhibition, % at 4.4 µM; hit rate 0.75% among 370,000; AID 687016, 2013; in the data active = inhibition above about 21%;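 also: UHRF1 SRA domain binding a hemimethylated CpG hairpin DNA probe; 0% = median of test compound wells and 100% = reference inhibitor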
Rev-erbA mod: modulators of Rev-erb alpha DNA binding, primary screen, biochemical, FITC-DNA, fluorescence polarization, uHTS; Rev-erbα–FITC-DNA binding, 90 min; hit rate 0.79% among 370,000; activity, % at 10 µM; Nuclear receptor subfamily 1 group D member 1 (Homo sapiens), P20393; AID 1259318, 2017;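 active = activity above about 14%, limit read from the data; passing the limit was not always enough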;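 also: 0% = DMSO wells with 35 nM protein and 100% = DMSO wells with 750 nM protein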
ARFGAP1 inhibitor: inhibitors of rat ARFGAP1 GAP activity, primary screen, biochemical, fluorescence polarization, GDP tracer; ADP-ribosylation factor GTPase-activating protein 1 (Rattus norvegicus), Q62848; Arfgap1-stimulated ARF1 GTP hydrolysis, GDP FP detection; inhibition, % at 16.5 µM; hit rate 0.26% among 360,000; AID 651572, 2012;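 active = inhibition above a per-plate limit, mean inhibition of low control wells plus 3 SD, cut at about 25% in these data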;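 also: 0% = DMSO wells with enzyme and 100% = wells lacking Arfgap1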
Target sequence (Q62848 1-136 limits assumed): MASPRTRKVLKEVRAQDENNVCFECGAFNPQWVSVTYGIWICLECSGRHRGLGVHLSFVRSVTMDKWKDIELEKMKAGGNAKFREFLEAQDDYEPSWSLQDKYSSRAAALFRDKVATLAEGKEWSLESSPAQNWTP
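Material: rat Arfgap1 GAP domain (His6, aa 1-136), purified enzyme. Also added: human ARF1(Δ1-17)-GTP substrate. Compound dosing: 16.5 µM single point, 1.26% DMSO. Timing: enzyme reaction 120 min at 25 °C after 20 min preincubation. Signal: GDP detection by fluorescence polarization. Read-out basis: percent inhibition of GAP-stimulated GDP formation, scaled between DMSO and no-Arfgap1 medians.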
ASAP1 inh: inhibitors of human ASAP1 ArfGAP activity, primary screen, biochemical, fluorescence polarization. Arf-GAP with SH3 domain, ANK repeat and PH domain-containing protein 1 (Homo sapiens), …. ASAP1-stimulated ARF1 GTP hydrolysis, GDP FP detection. inhibition, % at 16.5 µM. hit rate 0.19% among 360,000. AID 624377, 2012; in the data active = inhibition above about 25%;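 also: 0% = vehicle with enzyme and substrate and 100% = no enzyme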
Tn7 DDE FP: inhibitors of Tn7 peptide binding to fibrin DD(E), primary screen, biochemical, fluorescence polarization, human fibrin, Tn7 probe | AID 720508, 2013 | Fibrinogen beta chain (Homo sapiens), P02675 | FP displacement of FITC-Tn7 peptide from fibrin DD(E); 0% = median of compound wells per plate | hit rate 0.13% among 370,000 | inhibition, % at 8.3 µM;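 active = inhibition above the mean of compounds falling within the control limits plus 3 SD of them, cut at about 14% in these data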;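 also: 0% = plate median of compound wells and 100% = 10 µM Aha-Tn7 peptide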
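Assay system: Human fibrin DD(E) protein | Medium: Tris buffer with calcium and detergent, pH 7.8 | Reagent: 0.1 µM fluorescent Tn7 | Compound dosing: Single point at 8.3 µM | Times: 10 min preincubation, 3 h with tracer, room temperature | Detection: Fluorescence polarization of the labelled Tn7 tracer | Controls: Aha-Tn7 high control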
PLCg1 inh: PLC-gamma1 enzyme inhibitors, primary screen, biochemical, fluorescence, purified enzyme | 1-phosphatidylinositol 4,5-bisphosphate phosphodiesterase gamma-1 (Homo sapiens), P19174 | inhibition, % at 12.2 µM | fluorogenic substrate | hit rate 0.84% among 370,000; in the data active = inhibition above about 9.5%
proKLK7 act: proKLK7 zymogen activators, primary screen, biochemical, fluorescence intensity; Kallikrein-7 (Homo sapiens), P49862; purified proKLK7, EDANS-DABCYL substrate fluorescence; 100% is mature enzyme control, 0% vehicle; activation, % at 7 µM; hit rate 0.9% among 370,000; AID 652039, 2013;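 active = activation above the mean of all tested compounds plus 3 SD, computed per campaign excluding outliers beyond control limits, cut at about 13% in these data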
Target sequence (P49862 whole entry, looked up): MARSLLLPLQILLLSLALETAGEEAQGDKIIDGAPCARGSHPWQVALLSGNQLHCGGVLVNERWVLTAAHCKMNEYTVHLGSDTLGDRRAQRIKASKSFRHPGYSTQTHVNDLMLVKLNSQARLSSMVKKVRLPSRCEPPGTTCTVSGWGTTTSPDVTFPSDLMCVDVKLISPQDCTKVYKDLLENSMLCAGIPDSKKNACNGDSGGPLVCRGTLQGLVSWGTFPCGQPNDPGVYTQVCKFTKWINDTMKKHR
sPLA2-III inh: human group III sPLA2 inhibitors, primary screen, biochemical, QFRET, BODIPY PC-A2 liposome substrate | Group 3 secretory phospholipase A2 (Homo sapiens), Q9NZ20 | QFRET BODIPY PC-A2 liposome hydrolysis, fluorescence | inhibition, % at 12.2 µM | hit rate 0.56% among 370,000;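 active = inhibition above mean plus 3 SD of compounds lying within the high and low control bounds, cut at about 19% in these data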;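 also: 0% = median of test compound wells and 100% = no enzyme DMSO wells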
Target sequence (Q9NZ20 whole entry, looked up): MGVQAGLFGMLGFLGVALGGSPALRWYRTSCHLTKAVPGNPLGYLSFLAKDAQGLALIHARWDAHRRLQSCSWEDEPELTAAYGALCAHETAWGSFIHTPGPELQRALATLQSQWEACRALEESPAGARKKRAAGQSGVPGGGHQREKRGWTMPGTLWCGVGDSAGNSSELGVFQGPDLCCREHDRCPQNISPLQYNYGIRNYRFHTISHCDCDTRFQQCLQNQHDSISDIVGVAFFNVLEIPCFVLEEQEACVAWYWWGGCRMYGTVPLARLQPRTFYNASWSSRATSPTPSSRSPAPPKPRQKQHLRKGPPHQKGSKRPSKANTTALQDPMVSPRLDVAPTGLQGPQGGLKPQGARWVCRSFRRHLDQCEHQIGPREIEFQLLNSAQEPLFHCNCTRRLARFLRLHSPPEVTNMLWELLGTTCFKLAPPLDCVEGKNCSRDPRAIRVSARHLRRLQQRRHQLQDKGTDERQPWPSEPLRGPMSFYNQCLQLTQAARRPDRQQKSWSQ
PLC-beta3 inh: human PLC-beta3 inhibitors, primary screen, biochemical, fluorescence; 1-phosphatidylinositol 4,5-bisphosphate phosphodiesterase beta-3 (Homo sapiens), Q01970; Purified PLC-beta3, fluorogenic substrate; inhibition, % at 12.2 µM; hit rate 0.18% among 370,000; AID 720704, 2013; in the data active = inhibition above about 11%;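 also: 0% = median of compound wells on plate and 100% = full blocker control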
* marks the source's active call; other numbers are inactive results. The order is random; about 4.5% have a hit in one of these screens.

CN1CCC(N2CCN(C3CN(Cc4ccc(F)cc4)S(=O)(=O)C3)CC2)CC1 (stereo not drawn) was read as Tn6 DDE FP 3, UHRF1 binding 2, Rev-erbA mod -2, ARFGAP1 inhibitor 1, ASAP1 inh 2, Tn7 DDE FP -8, PLCg1 inh 4, proKLK7 act -0.2, sPLA2-III inh -3 and PLC-beta3 inh 0.
`COC(=O)c1sc(NC(=O)CSc2nc3nc(C)cc(C)n3n2)c(C(=O)OC)c1C` gave Tn6 DDE FP -3, UHRF1 binding -2, Rev-erbA mod -6, ARFGAP1 inhibitor 1, ASAP1 inh -1, Tn7 DDE FP -11, PLCg1 inh -1, proKLK7 act 0.1, sPLA2-III inh -14 and PLC-beta3 inh -5.
Screening C(=N\c1ncnc2sccc12)/NOCc1ccccc1 returned Tn6 DDE FP 5, UHRF1 binding -3, Rev-erbA mod -5, ARFGAP1 inhibitor -9, ASAP1 inh 4, Tn7 DDE FP -3, PLCg1 inh 3, proKLK7 act -0.2, sPLA2-III inh -2 and PLC-beta3 inh 2.
For O=C(Nc1cccc2ncccc12)c1ccccc1Cl the results were Tn6 DDE FP -14, UHRF1 binding 4, Rev-erbA mod -3, ARFGAP1 inhibitor 2, ASAP1 inh 7, Tn7 DDE FP 2, PLCg1 inh -6, proKLK7 act -0.1, sPLA2-III inh 18 and PLC-beta3 inh 1.
N#Cc1c(-c2cccc(Cl)c2)[nH]c(=S)[nH]c1=O was read as Tn6 DDE FP -9, UHRF1 binding 4, Rev-erbA mod -1, ARFGAP1 inhibitor 11, ASAP1 inh -4, Tn7 DDE FP 3, PLCg1 inh 6, proKLK7 act 0.2, sPLA2-III inh 7 and PLC-beta3 inh -10.
O=C(CNC(=O)c1ccccc1F)c1ccc(Br)cc1 was read as Tn6 DDE FP 4, UHRF1 binding 7, Rev-erbA mod 4, ARFGAP1 inhibitor 3, ASAP1 inh -5, Tn7 DDE FP -1, PLCg1 inh 2, proKLK7 act 0.2, sPLA2-III inh -6 and PLC-beta3 inh -8.
Screening CCn1c2ccccc2c2cc(N)ccc21 returned Tn6 DDE FP 1, UHRF1 binding -3, Rev-erbA mod 0, ARFGAP1 inhibitor 0, ASAP1 inh 9, Tn7 DDE FP -1, PLCg1 inh -44, proKLK7 act -4.0, sPLA2-III inh 17 and PLC-beta3 inh -53.
For COc1ccc(CNC(=O)CCCCCn2c(SCC#N)nc3cc4c(cc3c2=O)OCO4)cc1 the results were Tn6 DDE FP 7, UHRF1 binding 1, Rev-erbA mod -1, ARFGAP1 inhibitor 7, ASAP1 inh 2, Tn7 DDE FP 3, PLCg1 inh 3, proKLK7 act 0.1, sPLA2-III inh -1 and PLC-beta3 inh -1.
`C=CCn1c(NC(=O)c2ccccc2)nc2ccccc21` gave Tn6 DDE FP 1, UHRF1 binding 72*, Rev-erbA mod 5, ARFGAP1 inhibitor -9, ASAP1 inh -7, Tn7 DDE FP -3, PLCg1 inh -6, proKLK7 act -0.5, sPLA2-III inh -2 and PLC-beta3 inh -12.
`Cc1ccc(/C=C/S(=O)(=O)NCc2ccc(F)cc2)cc1` gave Tn6 DDE FP 5, UHRF1 binding -1, Rev-erbA mod -5, ARFGAP1 inhibitor -5, ASAP1 inh -4, Tn7 DDE FP 2, PLCg1 inh -1, proKLK7 act 0.5, sPLA2-III inh -15 and PLC-beta3 inh -2.
Screening CC(C)(NO)/C(=N/O)c1cccs1 returned Tn6 DDE FP -6, UHRF1 binding -2, Rev-erbA mod 3, ARFGAP1 inhibitor -4, ASAP1 inh 0, Tn7 DDE FP 0, PLCg1 inh 9, proKLK7 act 0.1, sPLA2-III inh 5 and PLC-beta3 inh 12*.
For Cc1cc2c(cc(C(=O)OCC(=O)NCc3ccco3)n2C)s1 the results were Tn6 DDE FP -5, UHRF1 binding 0, Rev-erbA mod 7, ARFGAP1 inhibitor -5, ASAP1 inh -12, Tn7 DDE FP 1, PLCg1 inh -3, proKLK7 act 0.3, sPLA2-III inh -2 and PLC-beta3 inh -3.
For CCc1nnc(NC(=O)CSc2nnc(-c3ccccc3O)n2-c2ccc(C)cc2)s1 the results were Tn6 DDE FP -8, UHRF1 binding 1, Rev-erbA mod 8, ARFGAP1 inhibitor 8, ASAP1 inh -6, Tn7 DDE FP 1, PLCg1 inh 1, proKLK7 act -0.1, sPLA2-III inh -3 and PLC-beta3 inh -1.
`Nc1ccc(C(=O)OCC(=O)Nc2cc([N+](=O)[O-])ccc2F)cc1` gave Tn6 DDE FP -2, UHRF1 binding 42*, Rev-erbA mod -1, ARFGAP1 inhibitor 5, ASAP1 inh -2, Tn7 DDE FP -6, PLCg1 inh 2, proKLK7 act -1.1, sPLA2-III inh 5 and PLC-beta3 inh 3.
O=C(c1cc(-c2ccc(O)cc2)on1)N1CCN(c2ccccc2)CC1 was read as Tn6 DDE FP -4, UHRF1 binding 3, Rev-erbA mod 0, ARFGAP1 inhibitor 9, ASAP1 inh 7, Tn7 DDE FP 4, PLCg1 inh -1, proKLK7 act 0.2, sPLA2-III inh -22 and PLC-beta3 inh -10.
CCOCCCN(C(=O)Cn1nnc(-c2ccc(OC)c(OC)c2)n1)C(CC)C(=O)NC1CCCC1 (stereo not drawn) was read as Tn6 DDE FP 2, UHRF1 binding 2, Rev-erbA mod 1, ARFGAP1 inhibitor -1, ASAP1 inh 5, Tn7 DDE FP 6, PLCg1 inh 0, proKLK7 act 0.1, sPLA2-III inh 0 and PLC-beta3 inh 6.
Cc1ccc(N2CC(C(=O)Nc3nnc(C(C)C)s3)CC2=O)cc1 (stereo not drawn) was read as Tn6 DDE FP -1, UHRF1 binding 1, Rev-erbA mod 1, ARFGAP1 inhibitor 12, ASAP1 inh -1, Tn7 DDE FP -1, PLCg1 inh -63, proKLK7 act 0.5, sPLA2-III inh 5 and PLC-beta3 inh -2.
`CN(CC(=O)Nc1ccc(Cl)cc1)C(=O)Cc1c(F)cccc1Cl` gave Tn6 DDE FP 0, UHRF1 binding -1, Rev-erbA mod 1, ARFGAP1 inhibitor -14, ASAP1 inh 1, Tn7 DDE FP -1, PLCg1 inh 1, proKLK7 act -0.4, sPLA2-III inh -9 and PLC-beta3 inh -3.
CC(C)(C)C(=O)/C=C/Nc1ccccc1O was read as Tn6 DDE FP 3, UHRF1 binding -10, Rev-erbA mod 2, ARFGAP1 inhibitor 6, ASAP1 inh 6, Tn7 DDE FP -5, PLCg1 inh -1, proKLK7 act 0.2, sPLA2-III inh 11 and PLC-beta3 inh -7.
For Cc1ccn2c(Cc3ccccc3)c(-c3ccccc3)nc2c1 the results were Tn6 DDE FP 2, UHRF1 binding 21*, Rev-erbA mod 5, ARFGAP1 inhibitor 1, ASAP1 inh 5, Tn7 DDE FP 3, PLCg1 inh -18, proKLK7 act -1.4, sPLA2-III inh 7 and PLC-beta3 inh -29.
`CC1CCN(C(=O)c2[nH]cnc2C(=O)N[C@@H](CCCCNC(=O)OC(C)(C)C)C(=O)OC(C)(C)C)CC1` gave Tn6 DDE FP -3, UHRF1 binding 1, Rev-erbA mod -1, ARFGAP1 inhibitor 4, ASAP1 inh -7, Tn7 DDE FP 10, PLCg1 inh 4, proKLK7 act -0.3, sPLA2-III inh -17 and PLC-beta3 inh 1.
For O=C(Nc1ccc(Oc2ccccc2)cc1)C1CCN(c2c3c(nc4ncnn24)CCC3)CC1 the results were Tn6 DDE FP 5, UHRF1 binding 5, Rev-erbA mod 3, ARFGAP1 inhibitor -13, ASAP1 inh 9, Tn7 DDE FP 3, PLCg1 inh 3, proKLK7 act 0.0, sPLA2-III inh -6 and PLC-beta3 inh -1.
Screening CN1CCN(C2CCN(Cc3ccc(O)c4ncccc34)CC2)CC1 returned Tn6 DDE FP -4, UHRF1 binding -2, Rev-erbA mod 3, ARFGAP1 inhibitor 7, ASAP1 inh -10, Tn7 DDE FP 5, PLCg1 inh 2, proKLK7 act 0.0, sPLA2-III inh 1 and PLC-beta3 inh -3.
Screening COc1ccc(C(=O)Nc2ccnn2C2CCN(C(=O)C3CCOC3)CC2)cc1 (stereo not drawn) returned Tn6 DDE FP -1, UHRF1 binding 0, Rev-erbA mod 6, ARFGAP1 inhibitor 6, ASAP1 inh 3, Tn7 DDE FP 2, PLCg1 inh 3, proKLK7 act 0.3, sPLA2-III inh 1 and PLC-beta3 inh -1.
For Nc1nc(F)cc(NCc2ccccc2)n1 the results were Tn6 DDE FP 4, UHRF1 binding 1, Rev-erbA mod 1, ARFGAP1 inhibitor 5, ASAP1 inh 5, Tn7 DDE FP -2, PLCg1 inh -1, proKLK7 act -0.3, sPLA2-III inh 1 and PLC-beta3 inh -4.
`COc1ccc(OC)c(C2(O)CSC(=Nc3cccnc3)N2Cc2ccco2)c1` (stereo not drawn) gave Tn6 DDE FP -2, UHRF1 binding -1, Rev-erbA mod -3, ARFGAP1 inhibitor 2, ASAP1 inh 0, Tn7 DDE FP 11, PLCg1 inh -1, proKLK7 act -0.1, sPLA2-III inh -2 and PLC-beta3 inh 4.
Screening CCCSCCCNC(=O)c1cc2c(s1)CS(=O)(=O)C2 returned Tn6 DDE FP 1, UHRF1 binding 3, Rev-erbA mod -5, ARFGAP1 inhibitor 3, ASAP1 inh 7, Tn7 DDE FP 5, PLCg1 inh -5, proKLK7 act -0.3, sPLA2-III inh 0 and PLC-beta3 inh -27.

Two entries picked at random from those above, as already listed:
Screening CC(C)(NO)/C(=N/O)c1cccs1 returned Tn6 DDE FP -6, UHRF1 binding -2, Rev-erbA mod 3, ARFGAP1 inhibitor -4, ASAP1 inh 0, Tn7 DDE FP 0, PLCg1 inh 9, proKLK7 act 0.1, sPLA2-III inh 5 and PLC-beta3 inh 12*.
O=C(c1cc(-c2ccc(O)cc2)on1)N1CCN(c2ccccc2)CC1 was read as Tn6 DDE FP -4, UHRF1 binding 3, Rev-erbA mod 0, ARFGAP1 inhibitor 9, ASAP1 inh 7, Tn7 DDE FP 4, PLCg1 inh -1, proKLK7 act 0.2, sPLA2-III inh -22 and PLC-beta3 inh -10.

Source: PubChem BioAssay
